Screening results (PubChem BioAssay)
DENV2 CPE rescue: DENV2-induced cell death inhibition | DENV2-infected cells, cytopathic effect rescue, plate reader | CPE inhibition, % at 9.99 µM | hit rate 1.7% among 350,000 | AID 651640; in the data active means CPE inhibition above about 20%, passing the limit was not always enough; inconclusive means no clear call, values can overlap the other calls; tested in BHK-21 cells;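 further: 0% = median of neutral control wells and 100% = median of positive control wells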
PAX8 reporter: PAX8 transcriptional activity inhibition; RMG-I TPO-luciferase reporter, SteadyGlo, 24 h; inhibition, % at 12.6 µM; hit rate 1.2% among 360,000; AID 652154;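 active means mean replicate inhibition at least 60% with every replicate also reaching 60%; inconclusive means only one of the two criteria is met; inactive means mean below 60% and not all replicates reaching 60%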;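 further: luciferase light reporting Pax8 driven TPO promoter activity; plate controls were median of neutral control wells for no effect and mitoxantrone controls for full effect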
INS-1E GSIS act: primary screen for activators of insulin secretion dependent on glucose, INS-1E cells, GLuc reporter luminescence. INS-1E GLuc reporter insulin secretion, 2-3 h. activation, % at 16.6 µM. hit rate 0.61% among 370,000. AID 743287;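 active means lowest replicate activation of at least 40%, so every replicate reaches that level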;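 further: 0% = median of neutral control wells and 100% = median of IBMX positive control wells; some compounds called inactive have numbers as strong as hits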
miR-122 sensor: blocks miR-122 activity in Huh7 sensor cells; activation (reporter increase), % at 12.5 µM; hit rate 0.3% among 340,000; Huh7 miR-122 Renilla luciferase sensor, 48 h; neutral wells = 0, positive control = 100;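 active means mean replicate activation score at least 90 and every replicate individually at or above 90; inconclusive means only one of the two criteria met; inactive means neither criterion met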;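 further: higher luciferase means less miR-122 activity so hits act as miR-122 inhibitors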
F508del corr: CFTR F508del correction in bronchial cells | CFBE cells, YFP halide quenching; stimulated with forskolin plus potentiator P3; % fluorescence drop versus neutral controls | activity (quench increase), % at 7.58 µM | hit rate 0.36% among 350,000;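 active means mean added fluorescence quench of at least 8% versus neutral control, with both replicates also reaching 8%; inconclusive means only one of the mean or replicate conditions met; inactive means mean below 8% and not both replicates reaching 8%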;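 further: cells transiently co-express mutant CFTR-F508del with the halide-sensitive YFP; corrector assay measuring rescue of mutant channel to the surface after 24 h compound exposure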
FN deposit inh: fibronectin deposition inhibition | AID 743247 | AH1F fibroblasts, Alexa488-fibronectin deposition fluorescence, overnight | hit rate 0.086% among 350,000 | inhibition, % at 12.6 µM;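 active means mean inhibition across replicates of 30% or more, regardless of how many single replicates reach that level; inconclusive means mean under 30% yet at least half of replicates reach 30%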;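 further: positive control wells lacked labelled fibronectin entirely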
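Test system: AH1F fibroblast monolayer depositing Alexa488-labelled fibronectin into matrix. Input: 10000 cells per well. Technique: fluorescence, ex 485 nm, em 525 nm. Buffer or medium: DMEM plus 2% serum, read in PBS. Timing: 1 h cell adhesion before compound, then overnight fibronectin incubation. Compound: single dose, pinned. Read-out basis: inhibition from reduced deposited-fibronectin fluorescence.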
EWS-Fli block: EWS/Fli transcriptional activity inhibition. A673 NR0B1-luciferase reporter, viability-normalised. inhibition, % at 12.6 µM. hit rate 0.67% among 350,000. AID 651661;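 active means mean inhibition of at least 50% after viability correction, with every replicate also passing that limit; inconclusive means mean reaches 50% but only one of two replicates passes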;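 further: firefly luciferase signal divided by Alamar Blue viability fluorescence both relative to DMSO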
The depositor's hits bear a star; ? = inconclusive; . = not tested or not shown; & = joins results of further samples; [ ] = dose if it differs, or a comment.

SMILES,PAX8 reporter,DENV2 CPE rescue,F508del corr,EWS-Fli block,FN deposit inh,miR-122 sensor,INS-1E GSIS act
C#CCN(C[C@H]1[C@H](OC(=O)NCC2CCCCC2)[C@H](OC(=O)NCC2CCCCC2)C[C@H]2C(=O)N(c3ccccc3)C(=O)[C@@H]12)S(=O)(=O)c1ccc(C)cc1,15,-3,-0.4,-7,7,3,0
COc1ccc(NC(=O)CCCC(=O)OCC(=O)c2cccc(OC)c2)cc1,-14,-4,-0.4,.,4,.,19
Cc1ccc(NC2=NC3(CCCCC3)N=C(N)N2)c(C)c1,22,.,.,.,-5,7,.
Cc1cccc2cncc(OCc3nnc(SC(F)F)n3C)c12,5,8,.,-13,.,-4,8
CCCC(=O)Nc1nn(C)c2nc3ccc(C)cc3cc12,6,1,-0.5,-5,-5,.,10
C[C@H](CO)N1C[C@H](C)[C@H](CN(C)Cc2ccc(C(=O)O)cc2)Oc2ccc(NC(=O)Nc3ccc(F)cc3)cc2C1=O,-9,12,-3.3,-4,-5,0[16.7 µM],10
Cc1noc(C)c1S(=O)(=O)Nc1ccc2c(c1)C(=O)N([C@H](C)CO)C[C@@H](C)[C@H](CN(C)C(=O)CCC(F)(F)F)OCCCC[C@@H](C)O2,3,3,2.7,-1,.,-6[16.7 µM],0
CCOC(=O)[C@]12CCCC=C1N(Cc1ccccc1)C(=O)[C@H](CC(=O)NCc1ccccc1)C2,2,1,3.8,1,-6,.,-22
CCOc1cccc2sc(N(CCCN(C)C)C(=O)c3ccc(S(=O)(=O)N(C)Cc4ccccc4)cc3)nc12,5,-5,-2.0,21,16,.,-58
CCOc1ccc(N(Cc2ccc(C(=O)O)cc2)S(=O)(=O)c2ccc(C)cc2)cc1,15,1,2.3,-4,-6,-7,25
C/C(CC(=O)Nc1cc(C)ccn1)=N\NC(=O)C(=O)NC(C)C,-15,0,-2.4,-4,0,0,9
CC(=O)N(C)C[C@H]1Oc2cc(-c3ccc(F)cc3)ccc2S(=O)(=O)N([C@@H](C)CO)C[C@H]1C,.,16,-2.8,2,.,3[16.7 µM],10
Cc1cn2nc(N)c3ccccc3c2n1,-11,.,.,.,-2,5,.
CCOc1ccc(C2C([N+](=O)[O-])=C(C)N(C)C(=O)N2C)cc1OC (stereo not given),-2,-7,2.4,-4,.,.,15
O=C(NCC1CCCO1)c1ccc(-c2cccc(C(F)(F)F)c2)o1 (stereo not given),-13,-12,-1.6,-1,2,0,-31
Cc1ccc(S(=O)(=O)Cc2ccc([N+](=O)[O-])cc2)cc1,0,-3,-0.2,1,3,.,6
C[C@@H]1CN([C@H](C)CO)C(=O)c2cc(NC(=O)c3ccncc3)ccc2O[C@@H](C)CCCCO[C@@H]1CN(C)Cc1ccc(C(=O)O)cc1,4,-1,-2.3,-4,.,5[16.7 µM],2
CCCCN(CC)S(=O)(=O)c1ccc(C(=O)Nc2nnc(CSC)o2)cc1,5,.,.,.,1,-10,.
C[C@H]1CN([C@@H](C)CO)C(=O)c2cc(-c3ccc(C#N)cc3)cnc2O[C@H]1CN(C)Cc1ccncc1,.,-13,2.1,-3,4,-3[16.7 µM],18
Cc1ccc(-n2nc3c(c2NC(=O)c2ccc4c(c2)OCO4)CS(=O)(=O)C3)cc1C,7,-2,1.5,.,4,.,1
COc1ccc(C(=O)O/N=C(\N)c2ccccn2)cc1,121*,1,-2.0,44,0,25,-7
CSc1cnnc2ccccc12,46,5,2.5,16,4,.,1
CCN(c1ccccc1)S(=O)(=O)c1ccc(C(=O)NCC(c2cccs2)N(C)C)cc1 (stereo not given),19,-4,1.9,8,10,.,-30
COc1ccccc1OCC(=O)Nc1cccc(S(=O)(=O)NC2=NCCCCC2)c1,5,-2,2.0,-1,2,18,-20
O=C(CSc1nc2ccccc2[nH]1)Nc1c(F)c(F)c(F)c(F)c1F,11,-4,-1.5,2,-11,.,-36
COc1ccccc1N1CCN(C(=O)c2ccc(COc3cccc4c3OC(C)(C)C4)cc2)CC1,19,?,0.2,14,-6,.,13
C[C@H](CO)N1C[C@H](C)[C@H](CN(C)C(=O)Nc2ccc3c(c2)OCO3)Oc2ncc(-c3ccccc3)cc2C1=O,5&-9,-4&15,-3.2&-0.9,0&-8,.,-1&1[16.7 µM],-13
Cc1nnc(NC(=O)CCN2C(=O)/C(=C\c3ccccc3)SC2=S)s1,11,-3,0.8,10,-2,-1,11
O=C(Cc1ccncc1)N1C[C@@H]2N[C@H](C1)C2c1ccc(-c2ccccc2)cc1 (stereo not given in full),-4,-4,-2.9,2,-7,.,5
COC(=O)c1ccc2c(=O)n(-c3ccccc3)c(SCN3C(=O)c4ccccc4C3=O)nc2c1,49,11,-0.9,1,6,-6,.
Fc1cc(Cl)ccc1NC1=NCCCCC1,-2,-7,2.1,0,-2,.,25
Cc1cc(NC(=O)C2CC(=O)N(c3cccc(Cl)c3)C2)no1 (stereo not given),-12,3,-1.8,-7,2,-1,25
COc1ccccc1N1CCN(C(=O)CSc2nnnn2C2CC2)CC1,-3,-2,3.4,-8,-2,-15,-2
C[C@@H]1CN([C@H](C)CO)C(=O)c2cc(NC(=O)C3CCCCC3)ccc2O[C@@H]1CN(C)Cc1ccc2c(c1)OCO2,.,9,-1.3,2,2,2[16.7 µM],3
CC(=O)N1[C@H](CNC(=O)CN(C)C)[C@H](c2ccc(C3=CCCC3)cc2)[C@@H]1CO,11,21,2.2,6,14,7[16.7 µM],10
CCOc1ccc(/C(O)=C2/C(=O)C(=O)N(c3ncccn3)C2c2ccccc2)cc1 (stereo not given),-7,-6,.,-2,5,0,-18
C[C@H](CO)N1C[C@H](C)[C@H](CN(C)C(=O)Nc2ccc3c(c2)OCO3)Oc2ccc(NC(=O)Nc3ccccc3)cc2CC1=O,6,3,-0.6,6,.,2[16.7 µM],-21
NC(=O)CSc1nc2ccccc2c(=O)n1-c1ccccc1,-3,1,0.1,-10,1,-4,-1
COc1ccc(C2=NN(S(=O)(=O)c3ccccc3)C(c3ccccc3)C2)cc1 (stereo not given),-1,-6,0.3,-16,-9,27,.
C[C@@H]1CN([C@H](C)CO)C(=O)Cc2cc(NC(=O)Nc3ccc4c(c3)OCO4)ccc2O[C@@H]1CN(C)Cc1ccc(C(=O)O)cc1,3,11,-0.9,2,.,2[16.7 µM],-3
CC[C@]12c3[nH]c4cc(-c5ccco5)ccc4c3CCN1C(=O)[C@@H](CC(=O)NCC13CC4CC(CC(C4)C1)C3)C[C@@H]2C(=O)N1CCN(C(=O)C2CC2)CC1,53,4,-0.2,11,-2,-18,9
CCc1nnc(NC(=O)CN2CCOCC2)s1,.,-5,-2.7,11,.,.,4
C[C@@H]1CN([C@@H](C)CO)S(=O)(=O)c2ccc(-c3cccc(F)c3)cc2O[C@H]1CN(C)S(=O)(=O)c1ccc(F)cc1,.,-8,-0.1,16,0,-1[16.7 µM],-13
C=CCN(c1ccccc1Cl)S(=O)(=O)c1cc(C(=O)N2CCCC2)ccc1Cl,4,2,-1.3,8,-7,67,-46
CN1CCCCC(NC(=O)c2ccccc2)C1=O (stereo not given),-6,?,-0.7,-9,-11,.,117*
Cc1ccccc1-n1c2nc(=O)n(C)c(=O)c-2cc2ccccc21,23,3,-0.6,2,6,-4,21
COc1ccccc1CNC(=O)C1CCN(S(=O)(=O)c2ccc(-n3cnnn3)cc2)CC1,3,-4,3.1,6,-3,-2,0
Cc1ccccc1CN(C)C[C@@H]1OCc2cn(nn2)CCCC(=O)N([C@@H](C)CO)C[C@H]1C,.,?,-3.7,-3,0,-5[16.7 µM],2
Cc1ccoc1C(=O)N1CCCC(CO)(Cc2ccc(F)cc2)C1 (stereo not given),7,-4,0.6,-6,-2,-12,8
C[C@H](CO)N1C[C@H](C)[C@H](CN(C)Cc2cncnc2)Oc2ncc(-c3ccc(C#N)cc3)cc2C1=O,.,0,0.9,-1,-4,.,-3

Further entries follow:
SMILES,PAX8 reporter,DENV2 CPE rescue,F508del corr,EWS-Fli block,FN deposit inh,miR-122 sensor,INS-1E GSIS act
COc1cccc(/C=C2\SC(=O)N(CCC(=O)N3CCC(C(=O)O)CC3)C2=O)c1,2,7,-1.8,-2,-4,.,17
CO[C@@H]1CN(C)C(=O)c2ccc(NC(=O)C3CCC3)cc2OC[C@@H](C)N(C(=O)CN(C)C)C[C@@H]1C,-9,.,1.0,-7,.,11[16.7 µM],6
C[C@@H]1CN([C@@H](C)CO)C(=O)CCCn2cc(nn2)CO[C@@H]1CN(C)C(=O)Nc1ccccc1,-10,.,0.1,-6,5,-5[16.7 µM],-11
C[C@@H]1CN([C@H](C)CO)C(=O)c2c(c3ccccc3n2C)-c2ccccc2CO[C@@H]1CN(C)Cc1cccc(C(=O)O)c1,-14,5,-3.9,-1,-11,.,7
CC1C=NC(S(=O)(=O)N2CC[C@@H]3[C@H]2c2cc(-c4cccc(F)c4)ccc2N(C)[C@H]3CO)=N1 (stereo not given in full),3,-3,0.6,1,-1,20[16.7 µM],-6

Ordered by SMILES length (largest number first): part of the list above
SMILES,PAX8 reporter,DENV2 CPE rescue,F508del corr,EWS-Fli block,FN deposit inh,miR-122 sensor,INS-1E GSIS act
C[C@@H]1CN([C@H](C)CO)C(=O)c2cc(NC(=O)c3ccncc3)ccc2O[C@@H](C)CCCCO[C@@H]1CN(C)Cc1ccc(C(=O)O)cc1,4,-1,-2.3,-4,.,5[16.7 µM],2
C[C@H](CO)N1C[C@H](C)[C@H](CN(C)C(=O)Nc2ccc3c(c2)OCO3)Oc2ccc(NC(=O)Nc3ccccc3)cc2CC1=O,6,3,-0.6,6,.,2[16.7 µM],-21
C[C@@H]1CN([C@@H](C)CO)C(=O)CCCn2cc(nn2)CO[C@@H]1CN(C)C(=O)Nc1ccccc1,-10,.,0.1,-6,5,-5[16.7 µM],-11
Cc1ccc(-n2nc3c(c2NC(=O)c2ccc4c(c2)OCO4)CS(=O)(=O)C3)cc1C,7,-2,1.5,.,4,.,1
Cc1ccccc1-n1c2nc(=O)n(C)c(=O)c-2cc2ccccc21,23,3,-0.6,2,6,-4,21

Reprinted at random: two entries already listed
SMILES,PAX8 reporter,DENV2 CPE rescue,F508del corr,EWS-Fli block,FN deposit inh,miR-122 sensor,INS-1E GSIS act
C[C@@H]1CN([C@@H](C)CO)C(=O)CCCn2cc(nn2)CO[C@@H]1CN(C)C(=O)Nc1ccccc1,-10,.,0.1,-6,5,-5[16.7 µM],-11
COc1cccc(/C=C2\SC(=O)N(CCC(=O)N3CCC(C(=O)O)CC3)C2=O)c1,2,7,-1.8,-2,-4,.,17

This is a random part of the collection; 3.9% or so of the library scored in one or more.
